Screening results (PubChem BioAssay)
Tb PGK inh: qHTS Assay to Find Inhibitors of Phosphoglycerate Kinase. PGK/GAPDH coupled, Kinase-Glo luminescence, 60 min. Potency, µM (highest dose often 57.5 µM), without a hit: top-dose activity change, negative = inhibition, actives largely listed as inhibitors. hit rate 0.043% among 380,000. AID 602233, 2012; also: % is scaled to controls: 0 for no effect and ±100 for the full control effect; nearly all actives have a fitted effect of over 60% in size
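Luminescent ATP detection (Kinase-Glo Plus) follows a 60-minute room-temperature incubation, with wells lacking PGK as controls. Buffer: 100 mM TEA (pH 7.6), 5 mM MgCl2, 0.01% Tween-20. Coupling enzyme GAPDH (100 nM final) supplies unstable 1,3-BPG in-well.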
12-LOX inh: Primary qHTS assay for inhibitors of human arachidonate 12S-lipoxygenase (ALOX12): Round 2. Polyunsaturated fatty acid lipoxygenase ALOX12 (Homo sapiens), P18054. purified 12hLO, xylenol orange hydroperoxide absorbance. Potency, µM (highest dose often 108 µM), inactives show top-dose activity change, negative = inhibition, hits mostly inhibitors. hit rate 1.1% among 580,000. AID 1671190, 2021; also: % is scaled to controls: 0 for no effect and ±100 for the full control effect
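Purified human 12hLO at 150 nM in 25 mM Hepes, 0.01% Triton X-100, pH 7.0, preincubated 15 min at room temperature with compound. Reaction started with 40 uM arachidonic acid, 30 min at room temperature. Hydroperoxide measured by Fe-xylenol orange, 573/405 nm absorbance ratio.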
TrxR1 inh: qHTS Assay for Inhibitors of Mammalian Selenoprotein Thioredoxin Reductase 1 (TrxR1): qHTS | AID 588453, 2011 | recombinant rTrxR1, NADPH fluorescence consumption, selenite substrate | Potency, µM (series often up to 114 µM), for inactives: at the top dose activity change, negative = inhibition, most hits filed as inhibitors | hit rate 1% among 390,000 | Thioredoxin reductase 1, cytoplasmic (Rattus norvegicus), O89049; also: % is scaled to controls: 0 for no effect and ±100 for the full control effect; nearly all actives have a fitted effect of over 65% in size
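Rat TrxR1 (90 nM in the dispensed reagent) was pre-reduced with 400 uM NADPH for 5 min at room temperature, then incubated with compound for 15 min. After 400 uM selenite was added, NADPH fluorescence (Ex 340/Em 450 nm) was followed for 8 min.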
GLS inh: qHTS for Inhibitors of Glutaminase (GLS); Glutaminase kidney isoform, mitochondrial (Homo sapiens), O94925; GLS enzymatic activity, qHTS titration; Potency, µM (titrated, usually from 45.5 µM), inactives show top-dose activity change, negative = inhibition, usual class: inhibitors; hit rate 0.21% among 410,000; AID 624170, 2012; also: % is scaled to controls: 0 for no effect and ±100 for the full control effect
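hKGA in 45 mM KH2PO4 (pH 8.2), 0.02% Tween-20 with compound, then 1mM L-Glutamine (stock as added) plus glutamate oxidase/HRP/Amplex red coupling mix. Fluorescence read initially and after 30 min at RT; signal change reflects glutamate formation.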
HP1b chromo inh: HTS for Inhibitors of HP1-beta Chromodomain Interactions with Methylated Histone Tails | Chromobox protein homolog 1 (Homo sapiens), P83916 | AlphaScreen HP1-beta / biotin-H3K9me3 peptide binding | Potency, µM (highest dose often 114 µM), without a hit: at the top dose activity change, negative = inhibition, actives largely listed as inhibitors | hit rate 0.56% among 390,000 | AID 540317, 2011; also: nearly all actives have a fitted effect of over 70% in size; inactives centre near 23
Target sequence (P83916 whole entry, looked up): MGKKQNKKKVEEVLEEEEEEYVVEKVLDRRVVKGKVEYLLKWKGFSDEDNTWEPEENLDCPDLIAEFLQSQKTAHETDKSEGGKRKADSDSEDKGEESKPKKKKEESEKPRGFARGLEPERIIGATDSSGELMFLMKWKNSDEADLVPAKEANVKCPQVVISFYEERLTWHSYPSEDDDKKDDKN
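Compound inhibition of the preformed complex between 50 nM HP1-beta and 50 nM biotinylated H3K9me3 peptide was read by AlphaScreen. Buffer was PBS pH 7.4 with 0.01% Tween-20. Incubations ran 30 min at room temperature, with 10 ug/mL donor/acceptor beads.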
Pin1 inh: qHTS Assay to Find Inhibitors of Pin1; Peptidyl-prolyl cis-trans isomerase NIMA-interacting 1 (Homo sapiens), Q13526; Pin1 FP peptide displacement, HiFluor488, 10 min; Potency, µM (titrated, usually from 115 µM), for the others: at the top dose activity, negative = inhibition, actives largely listed as inhibitors; hit rate 0.009% among 390,000; AID 504891, 2011; active = well fitted inhibition curve with a large enough effect in the polarisation, with a control signal flat, not every such curve was filed as active; inconclusive = small, poorly fitted or top-dose-only effect, or effect the other way, or a change in a side signal; inactive = no such curve, though single readings can be large or run the other way; the % refers to the polarisation; also: % is scaled to controls: 0 for no effect and ±100 for the full control effect
Target sequence (Q13526 whole entry, looked up): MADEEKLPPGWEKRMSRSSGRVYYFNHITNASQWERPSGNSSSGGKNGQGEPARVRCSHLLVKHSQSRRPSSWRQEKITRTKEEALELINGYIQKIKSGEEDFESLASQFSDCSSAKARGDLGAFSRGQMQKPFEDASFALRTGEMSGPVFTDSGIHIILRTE
ERG Ets-DNA blk: qHTS for Small Molecule Inhibitors of the ERG Ets/DNA interaction; hit rate 0.028% among 370,000; AID 624246, 2012; fluorescence polarization, His-ERG Ets domain / labelled DNA; Potency, µM (top dose mostly 76.9 µM), for inactives: at the highest dose FP activity, negative = inhibition, most hits filed as inhibitors; Transcriptional regulator ERG (Homo sapiens), P11308; active = well fitted inhibition curve with a large enough effect in the polarisation, with a control signal flat; inconclusive = small, poorly fitted or top-dose-only effect, or effect the other way, or a change in a side signal; inactive = no such curve, though single readings can be large or run the other way; the % refers to the polarisation;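 also: polarization taken with two DNA probes labelled with fluorescein and Texas red; % of control where 0% means no effect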
Target sequence (P11308 whole entry, looked up, the tested form may be a part): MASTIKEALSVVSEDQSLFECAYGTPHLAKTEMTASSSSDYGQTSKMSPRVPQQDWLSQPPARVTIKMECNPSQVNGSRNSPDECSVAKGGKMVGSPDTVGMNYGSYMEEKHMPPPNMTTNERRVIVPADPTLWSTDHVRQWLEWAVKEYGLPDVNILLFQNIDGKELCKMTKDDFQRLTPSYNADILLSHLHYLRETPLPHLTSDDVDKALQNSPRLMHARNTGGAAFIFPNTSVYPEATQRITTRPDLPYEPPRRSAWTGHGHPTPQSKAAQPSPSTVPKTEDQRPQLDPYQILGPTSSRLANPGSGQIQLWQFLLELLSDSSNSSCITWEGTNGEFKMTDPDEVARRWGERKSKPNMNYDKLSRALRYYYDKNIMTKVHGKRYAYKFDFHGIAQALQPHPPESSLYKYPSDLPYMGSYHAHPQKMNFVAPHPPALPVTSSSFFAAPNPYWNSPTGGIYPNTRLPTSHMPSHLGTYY
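His-tagged ERG Ets domain (1 uM in the protein solution; 300mM KCl, 50mM Tris-HCl, 1mM EDTA, 1mM DTT, pH 7.5) received compound, then a probe mix of 5 nM fluorescein-DNA and 100nM Texas-615-DNA. Fluorescence polarization was read for both dyes.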
JMJD2A Tudor inh: qHTS Assay for Inhibitors of JMJD2A-Tudor Domain; Lysine-specific demethylase 4A (Homo sapiens), O75164; AlphaScreen JMJD2A-Tudor / H3K4me3 peptide binding; Potency, µM (doses to about 114 µM), for inactives: at the highest dose activity change, negative = inhibition, most hits filed as inhibitors; hit rate 4.4% among 390,000; AID 504339, 2011; also: % is scaled to controls: 0 for no effect and ±100 for the full control effect; nearly all actives have a fitted effect of over 50% in size
RGS4 inhibitor: Inhibitors of Regulator of G Protein Signaling (RGS) 4: qHTS | Regulator of G-protein signaling 4 (Homo sapiens), P49798 | Transcreener GDP fluorescence polarization, RGS4-accelerated GTP hydrolysis | Potency, µM (doses to about 114 µM), without a hit: at the highest dose activity change, negative = inhibition, hits mostly inhibitors | hit rate 0.039% among 390,000 | AID 504845, 2011; also: % is scaled to controls: 0 for no effect and ±100 for the full control effect; nearly all actives have a fitted effect of over 75% in size; some results filed as inactive show a strong effect at the top dose
Target sequence (P49798 whole entry, looked up): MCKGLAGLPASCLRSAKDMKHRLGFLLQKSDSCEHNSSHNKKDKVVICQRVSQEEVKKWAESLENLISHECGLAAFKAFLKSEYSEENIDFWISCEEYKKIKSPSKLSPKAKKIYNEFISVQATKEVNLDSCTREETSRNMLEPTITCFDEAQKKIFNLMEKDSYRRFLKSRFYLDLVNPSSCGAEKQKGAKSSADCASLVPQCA
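MLSMR compounds (23 nl, pin-transferred) preincubated 10 min at room temperature with a 500nM (2x) first reagent, then RGS4 at 900nM (2x) plus Transcreener GDP mix added; fluorescence polarization (620/688 nm) read before and after 90 min at 30 °C.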
* = called active by the depositor; i = inactive; u = inconclusive; x = not tested or not shown; & = joins results of further samples; [ ] = another dose, or the depositor's remark. Unless noted, calls follow the shape of the dose curve; as a rule, active = well fitted curve in the direction sought with a large enough effect; inconclusive = small, poorly fitted or top-dose-only effect, or another doubt; inactive = no such curve, though single readings can be large; an effect the other way counts as inactive or inconclusive. Potency is read from the fitted curve at half-maximal effect. These rows are one share of the data; count on the stated rates, not on these rows.

molecule,Tb PGK inh,12-LOX inh,TrxR1 inh,GLS inh,HP1b chromo inh,Pin1 inh,ERG Ets-DNA blk,JMJD2A Tudor inh,RGS4 inhibitor
CC1=NN(C(N)=S)C(=O)C1N=Nc1ccccc1C (stereo not given),i,0%,-32%[57.1 µM],21%,-1%,u,1%,-25%,-39%
CC(C)c1noc(-c2ccccc2OCC(=O)Nc2ccc([N+](=O)[O-])cc2)n1,-10%,-16%,15%,4%,31%,-1%,1%,-15%,26%
O=C(Nc1cccc(-c2cn3ccccc3n2)c1)c1cccc(Cl)c1,0%,8%,-5%,-6%,14%,1%,0%,-18%,-32%
COc1ccc(S(=O)(=O)/N=C2/NC(=O)/C(=C\c3ccco3)S2)cc1,-4%,40µM*,u,18%,6%,u,-2%,-25%,9%
Cc1nn(C(=O)c2cc3sccc3[nH]2)c(C)c1C,x,7%,5%,-14%,23%,-4%,x,-17%,7%
CCOC(=O)c1cnc2c(C)cc(Cl)cc2c1N1CCN(C)CC1,-10%,-1%&2%,13%[57.1 µM],-10%,1%,-5%,6%,-25%,-21%
COc1ccc(C(=O)Nn2cc3c(c2-c2ccccc2)c(=O)n(C)c(=O)n3C)cc1,-5%,-4%,-7%,0%,35%,-1%,-19%,-6%,-19%
COc1cccc(NC(=O)Cn2c(=O)n(CCCC(=O)NCc3ccc4c(c3)OCO4)c(=O)c3ccccc32)c1,1%,-2%,13%,-11%,3%,3%,6%,-13%,23%
CCCCn1c(N)c(N(CC(C)C)C(=O)C2CCN(c3ncnc4sc(C)c(C)c34)CC2)c(=O)[nH]c1=O,i,-23%,-8%,-12%,25%,-1%,6%,-14%,-15%
O=C(COC(=O)CCc1c[nH]c2ccccc12)Nc1ccccc1C(F)(F)F,4%,4%,9%,18%,17%,-10%,-12%,-22%,-11%
COc1ccc2c(c1)C(=NN)c1cc(OC)ccc1-2,x,6%,-4%[11.4 µM],22%,-20%,0%,6%,56µM*,-9%
CCOc1ccccc1N(C)C(=O)c1cc(S(=O)(=O)NCCc2ccc(Cl)cc2)ccc1F,-5%,-22%,11%[57.1 µM],2%,5%,4%,2%,-25%,17%
O=C(O)c1sc2cc(C(F)(F)F)cnc2c1-c1ccccc1,-9%,u,31%,-2%,64%[activator],u,9%,-30%,28%
Cn1cncc1C#Cc1ccc2c(=O)c3ccccc3oc2c1,3%,-3%,19%,15%,64%[activator],1%,2%,-28%,-20%
CS(=O)(=O)c1cccc(C(=O)NCc2ccccc2)c1,x,8%,37%[activator],6%,6%,3%,x,-12%,0%
COc1ccc(Cc2nc3ccc(S(=O)(=O)N4CCOCC4)cc3[nH]2)cc1,-6%,-26%,4%,6%,25%,4%,0%,-34%,6%
COc1ccc(OCC(=O)Nc2ccccc2Cl)cc1,-7%,-2%,5%[57.1 µM],-1%,19%,-6%,-3%,-9%,-8%
COc1ccc(NC(=O)c2onc(C)c2Cl)cc1OC,-1%,8%[57.4 µM],9%,2%,8%,0%,1%,-25%,-25%
CS(=O)(=O)N1CCN(c2ccccc2NC(=O)c2ccco2)CC1,4%,19%,-8%[57.1 µM],-1%,23%,-4%,x,-3%,0%
CCN1C(=O)/C(=C/N(C)c2ccccc2)OC1=S,0%,17%,3%,4%,61%,14%,0%,4%,0%
COC(=O)Nc1nnc(-c2ccncc2)s1,-6%,u,12%,-2%,u,-6%,1%,-34%,-17%
Cc1ccc(NC2CCCN(C(=O)CSc3ccncc3)C2)cc1C (stereo not given),9%,-4%,3%,4%,17%,-10%,3%,-27%,13%
Cc1ccccc1C(=O)Nc1nnc2n1CCS2,-10%,1%,16%[57.1 µM],-12%,9%[57 µM],-3%,0%,u,16%
O=C(c1ccccc1)c1ccc(N2CCOCC2)c(NC(=O)c2ccco2)c1,-7%,u,-8%,-1%,-4%,14%,-6%,-20%,-42%
O=C(COC(=O)c1ccc[nH]c1=O)c1ccc(Cl)s1,0%,-12%,14%,11%,7%,u,6%,u,6%
O=C(Nc1cccc(C(=O)OCc2cc(=O)n3nc(C4CC4)sc3n2)c1)c1ccc(F)cc1,-15%,3%,5%[57.1 µM],-6%,27%,x,-1%,-16%,7%
O=C(Nc1cc(SCCO)cc([N+](=O)[O-])c1)c1ccc(Br)o1,-8%,-26%,-11%,-3%,12%,7%,-5%,-30%,-18%
N#CC1=C(N)OC2=C(CCc3ccccc32)C1c1ccccc1Cl (stereo not given),i,u,-14%,9%,-5%,25%,6%,u,-15%
O=[N+]([O-])c1ccccc1N/N=C/c1cc2ccccc2nc1Cl,2%,4%,4%,4%,1%,-2%,-3%,u,6%
CCCCOC(=O)CSc1nnc(-c2ccc(C)cc2)o1,x,-13%,-7%,0%,111%[activator],-10%,-2%,114%[activator],-14%
C/C=C/C(=O)OCC(=O)Nc1cc([N+](=O)[O-])ccc1Cl,3%,-15%,-10%,8%,7%,7%,-1%,-11%,33%
Cc1ccc(CN2c3ccccc3-c3nc(SCC(=O)NCc4ccccc4)ncc3S2(=O)=O)cc1,i,-2%,20%[57.1 µM],-5%,18%,5%,-5%,-5%,19%
COc1ccc(-c2ccc(=O)n(Cc3ccccc3)n2)cc1,-2%,2%,4%,6%,37%[activator],3%,-3%,1%,-2%
CCOc1ccc(OCC)c(NC(=O)CCc2c(C)nc3c(c2C)c(=O)n(C)c(=O)n3C)c1,i,-20%,10%,-15%,15%,1%,10%,-18%,2%
CC(=O)Nc1ccccc1Sc1ccc2c3c(cccc13)C(=O)N(c1ccc(C)cc1)C2=O,i,8%,-2%,1%,28%,-2%,-8%,-6%,-32%
CCCCOc1ccc(C(=O)Nc2cccc(-n3cnnn3)c2)cc1OC,-3%,0%,21%,-5%,37%,3%,4%,-11%,8%
C[C@H](CO)N1C[C@H](C)[C@@H](CN(C)C(=O)NC2CCCCC2)Oc2c(NS(=O)(=O)c3cccs3)cccc2C1=O,-5%,-10%,-12%,-3%,60%[activator],3%,-17%,-11%,-36%
CCOc1nc(-c2ccccc2)c2cc(C)ccc2n1,i,4%,24%,9%,43%[activator],2%,-3%,7%,-10%
CCc1ccc(CNC(=O)c2ccc(-c3nc(CS(=O)(=O)c4ccccc4)c(C)o3)cc2)cc1,0%,-29%,21%,-12%,27%,10%,4%,-15%,11%
COc1ccc(N2CC(C(=O)N3CCN(c4ccccc4)CC3)CC2=O)cc1 (stereo not given),-3%,0%,-1%,4%,9%,0%,6%,-13%,12%
Cc1cc(C(=O)CSc2nnc(-c3ccc4c(c3)OCO4)o2)c(C)n1-c1ccc(F)cc1,1%,-5%,9%,-1%,26%,5%,27%,-14%,-3%
CCc1ccc(CNC(=O)c2sc3ncnc(N(C)C4CCCCC4)c3c2C)cc1,-9%,-17%,7%[57.1 µM],-10%,30%,6%,-2%,-9%,-6%
CC(=O)c1ccc(NC(=O)CCNC(=O)c2ccccc2Cl)cc1,-8%,0%,23%,-5%,10%,-7%,-5%,-1%,-15%
O=C(OCC(=O)N1CCc2ccccc2C1)c1ccc(Cl)c([N+](=O)[O-])c1,i,-8%,19%,-4%,-3%,1%,7%,u,-11%
Cc1cc(NC(=O)c2ccc([N+](=O)[O-])cc2Cl)ccc1NC(=O)c1ccco1,-2%,7%,0%,-2%,36%,-9%,0%,-4%,10%
CCCCOc1ccc(/C(O)=C2/C(=O)C(=O)N(Cc3cccnc3)C2c2ccncc2)c(C)c1 (stereo not given),0%,1%,-21%,9%,23%,-6%,x,-15%,2%
O=C(NNC1OC(CO)C(O)C(O)C1O)c1cccc(Br)c1 (stereo not given),2%,17%,6%,1%,18%,2%,4%,-11%,23%[56.9 µM]
Cc1cc2cc(CN(Cc3ccco3)C(=S)NCC3CCCO3)c(=O)[nH]c2cc1C (stereo not given),3%,u,u,19%,-23%,3%,-10%,u,u
O=C(Nc1ccc(C(=O)N2CCCCC2)cc1)c1ccccc1Br,9%,-4%,12%,7%,35%,-5%,-8%,-8%,-16%
COC(=O)c1ccc(/C=N/NC(=O)CC(=O)NC(C)C)cc1,-9%,16%,2%,3%,27%,-3%,x,-19%,2%
